Bioassay records (PubChem)
ERp5 inh – blocks human ERp5 reductase activity on insulin; Q15084; ERp5 insulin aggregation, absorbance 650 nm, 90 min; inhibition, % at 9.99 µM; 350,000 tested, 0.05% active;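 active = mean replicate inhibition above about 25%, with every replicate also reaching it, limit read from the data, passing the limit was not always enough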
Target sequence (Q15084 whole entry, looked up): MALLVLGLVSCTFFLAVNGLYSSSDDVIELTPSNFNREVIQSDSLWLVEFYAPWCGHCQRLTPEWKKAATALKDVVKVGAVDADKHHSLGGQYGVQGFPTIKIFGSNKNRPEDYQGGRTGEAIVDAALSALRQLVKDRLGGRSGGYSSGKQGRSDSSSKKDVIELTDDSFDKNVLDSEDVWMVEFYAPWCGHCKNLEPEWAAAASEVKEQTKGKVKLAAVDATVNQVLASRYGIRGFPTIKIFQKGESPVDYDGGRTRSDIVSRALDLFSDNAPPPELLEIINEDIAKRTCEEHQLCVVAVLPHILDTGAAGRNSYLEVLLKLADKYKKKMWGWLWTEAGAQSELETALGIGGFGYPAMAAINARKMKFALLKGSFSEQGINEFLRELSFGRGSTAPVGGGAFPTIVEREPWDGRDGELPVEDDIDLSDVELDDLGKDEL
PglD inh – PglD (C. jejuni) enzyme inhibition; 360,000 tested, 0.098% active; purified PglD enzyme, DTNB colorimetric CoA detection; inhibition, % at 12.5 µM; AID 602405; in the data active = inhibition above about 16%, passing the limit was not always enough; also: strong numbers were not always called active
Casp6 inh – inhibitors of human caspase-6. P55212. purified caspase-6, Z-VEID-R110 cleavage fluorescence. inhibition, % at 12.5 µM. 350,000 tested, 0.53% active;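 active = mean inhibition across replicates at least about 35%, with every replicate also reaching that limit, limit read from the data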;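 also: 0% = median of neutral control wells and 100% = no fluorescence left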
Target sequence (P55212 24-179 limits assumed): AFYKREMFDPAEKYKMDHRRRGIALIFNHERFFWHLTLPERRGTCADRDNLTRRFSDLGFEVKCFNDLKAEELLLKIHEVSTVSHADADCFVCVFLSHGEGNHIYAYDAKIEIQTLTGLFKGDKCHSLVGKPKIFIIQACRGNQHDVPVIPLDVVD
Target sequence (P55212 194-293 limits assumed): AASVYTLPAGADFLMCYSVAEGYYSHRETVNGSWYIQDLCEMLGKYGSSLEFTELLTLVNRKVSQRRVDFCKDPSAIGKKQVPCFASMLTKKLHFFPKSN
RAD54 branch – RAD54 (human) branch migration inhibition | inhibition, % at 10.4 µM | Q92698 | AID 602329 | RAD54 Holliday junction branch migration, FAM/BHQ fluorescence | 360,000 tested, 0.14% active;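 active = mean normalized replicate activity at least 40 and at least half of replicates scoring 40 or more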;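 also: 0% = median of neutral control wells and 100% = median of positive control wells; inhibitors cause a drop in the FAM fluorescence signal; in these data hits start at about 50%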
E-selectin induc – induces E-selectin expression in human endothelial cells; HUVEC E-selectin immunofluorescence imaging; normalized: neutral wells 0, TNF-alpha wells 100; activation, % at 7.58 µM; 260,000 tested, 0.37% active; AID 686992;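 active = mean E-selectin-positive cell signal at least 10% of the positive control, reached in at least 60% of replicates, without over 20% cell loss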;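 also: in these data hits start at about 27%; measured in HUVEC primary endothelial cells; signal is the percent of cells scored E-selectin positive by PE staining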
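assay system = HUVEC, human umbilical vein endothelial cells | input = 3,000 HUVEC seeded per well | medium = EGM-2 growth medium on 0.1% gelatin-coated wells | dosing = one compound dose added by pin transfer | signal = immunofluorescence imaging | read-out basis = % PE-positive cells | control set = TNF-alpha, DMSO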
ARNT-TACC3 inh – disruptors of human ARNT/TACC3 interaction | inhibition, % at 9.99 µM | AlphaScreen His-ARNT PAS-B/GST-TACC3 binding, luminescence; TACC3 fragment carries E629A point mutation | 390,000 tested, 0.66% active | Q9Y6A5 | AID 623870;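 active = mean inhibition of replicates at least 50% and at least half of replicates each reaching 50%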;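 also: 0% = complete ARNT plus TACC3 wells and 100% = ARNT alone without TACC3; many hits fall short of the cut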
RAD52 inh – RAD52 (human) annealing inhibition. AID 651710. 360,000 tested, 0.46% active. inhibition, % at 18.7 µM. recombinant RAD52 DNA annealing, FRET fluorescence;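 active = every replicate showing at least 50% inhibition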
esBAF inh – inhibitors of esBAF chromatin remodeling in mouse ES cells. AID 602393. 350,000 tested, 2% active. Bmi1-luciferase knock-in reporter, 24 h; 100% = twice the neutral-well signal. reporter increase, % at 12.5 µM; in the data active = activation above about 40%;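 also: 0% = median of the plate's neutral control wells and 100% = double that signal; a rise in the Bmi1 reporter signal indicates esBAF inhibition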
Active calls of the source: *.

Screening O=C(C[C@@H]1CC[C@@H]2[C@H](COC[C@@H](O)CN2S(=O)(=O)c2ccccc2)O1)NCc1ccc2c(c1)OCO2 returned ERp5 inh 2, PglD inh 0, Casp6 inh 2, RAD54 branch -22, E-selectin induc -0.1, ARNT-TACC3 inh 13, RAD52 inh 3 and esBAF inh -1.
`CN1OC[C@@H]2C(=O)N3CCc4c([nH]c5ccccc45)[C@@H]3C[C@@H]21` gave ERp5 inh -1, PglD inh 1, Casp6 inh 6, RAD54 branch -11, E-selectin induc 0.1, RAD52 inh -164 and esBAF inh 1.
COc1cc(/C=C(/C#N)c2ccc(F)cc2)ccc1OCc1ccc(C(=O)O)o1 was read as PglD inh -1, RAD54 branch -9, ARNT-TACC3 inh 3 and esBAF inh 4.
Screening CC(=O)N1CCOCCOCCOCC1 returned ERp5 inh -6, Casp6 inh -3, E-selectin induc 3.6, ARNT-TACC3 inh -7 and RAD52 inh -18.
CNC[C@H]1Oc2ccc(NS(=O)(=O)c3ccccc3)cc2CC(=O)N([C@H](C)CO)C[C@@H]1C was read as ERp5 inh 8, PglD inh 4, Casp6 inh 2, RAD54 branch 3, E-selectin induc -1.0, ARNT-TACC3 inh -16, RAD52 inh -1 and esBAF inh -2.
Screening Cc1ccc(S(=O)(=O)Nc2ccc3c(c2)C(=O)N([C@H](C)CO)C[C@H](C)[C@H](CN(C)C(=O)Nc2c(C)noc2C)OCCCC[C@@H](C)O3)cc1 returned ERp5 inh -1, PglD inh 2, Casp6 inh 1, RAD54 branch -1, ARNT-TACC3 inh -8, RAD52 inh -9 and esBAF inh -2.
For CCn1c(O)c(N=NC(=O)CNC(=O)c2ccco2)c2ccccc21 the results were ERp5 inh 2, Casp6 inh -2, E-selectin induc 4.8 and RAD52 inh -10.
Screening O=C(NCC[C@H]1CC[C@H](NC(=O)c2cccnc2)[C@H](CO)O1)Nc1ccc(C(F)(F)F)cc1 returned ERp5 inh 3, PglD inh 11, Casp6 inh -161, RAD54 branch 1, E-selectin induc -0.2, ARNT-TACC3 inh -2, RAD52 inh 4 and esBAF inh -2.
CC(CCc1ccccc1)NC(=O)c1cccc(F)c1 (stereo unspecified) was read as ERp5 inh 3, PglD inh 0, Casp6 inh 3, RAD54 branch 0, ARNT-TACC3 inh 10, RAD52 inh 15 and esBAF inh -1.
`O=P(Cc1ccccn1)(c1ccccc1)c1ccccc1` gave ERp5 inh 12, Casp6 inh -4, ARNT-TACC3 inh 1 and RAD52 inh -9.
`O=C(NCC1CCCO1)c1ccc2c(c1)N(Cc1ccccc1)CCS2` (stereo unspecified) gave ERp5 inh 0, PglD inh -3, Casp6 inh 2, RAD54 branch -1, ARNT-TACC3 inh 4, RAD52 inh 5 and esBAF inh -2.
`N#CCCn1cc(C(=O)Nc2ccccn2)c(-c2ccccc2)n1` gave ERp5 inh 0, PglD inh -141, Casp6 inh 1, RAD54 branch 1, E-selectin induc 0.1, ARNT-TACC3 inh 5, RAD52 inh -11 and esBAF inh -7.
For C[C@H](CO)N1C[C@H](C)[C@H](CN(C)Cc2ccncc2)OCCCC[C@H](C)Oc2ccc(NC(=O)Nc3ccc(F)cc3)cc2C1=O the results were PglD inh -1, RAD54 branch 7, E-selectin induc 0.0, ARNT-TACC3 inh -2 and esBAF inh 3.
Screening Cc1ccc(S(=O)(=O)N(CC(=O)Nc2cccc(C)c2C)C(=O)N2CCN(C)CC2)cc1 returned ERp5 inh 4, PglD inh -6, Casp6 inh 2, RAD54 branch 3, E-selectin induc -0.8, ARNT-TACC3 inh 5, RAD52 inh -1 and esBAF inh -7.
Screening C[C@@H]1CCCCO[C@H](CN(C)Cc2ccncc2)[C@@H](C)CN([C@H](C)CO)C(=O)c2cc(NS(=O)(=O)c3ccc(Cl)cc3)ccc2O1 returned ERp5 inh -6, PglD inh 0, Casp6 inh 1, RAD54 branch -16, E-selectin induc -0.2, ARNT-TACC3 inh -12, RAD52 inh 10 and esBAF inh -1.

The closing 2 records of the part before open the next one.
Screening Cc1ccc(S(=O)(=O)N(CC(=O)Nc2cccc(C)c2C)C(=O)N2CCN(C)CC2)cc1 returned ERp5 inh 4, PglD inh -6, Casp6 inh 2, RAD54 branch 3, E-selectin induc -0.8, ARNT-TACC3 inh 5, RAD52 inh -1 and esBAF inh -7.
Screening C[C@@H]1CCCCO[C@H](CN(C)Cc2ccncc2)[C@@H](C)CN([C@H](C)CO)C(=O)c2cc(NS(=O)(=O)c3ccc(Cl)cc3)ccc2O1 returned ERp5 inh -6, PglD inh 0, Casp6 inh 1, RAD54 branch -16, E-selectin induc -0.2, ARNT-TACC3 inh -12, RAD52 inh 10 and esBAF inh -1.
`CCOC(=O)Cn1cc(C(=O)c2cccs2)c2ccccc21` gave PglD inh -7, RAD54 branch -1, ARNT-TACC3 inh -5 and esBAF inh 11.
Screening O=C(CNC(=O)c1ccccc1Br)Nc1cccc(S(=O)(=O)Nc2ccccc2Cl)c1 returned ERp5 inh 1, PglD inh -6, Casp6 inh 5, RAD54 branch -2, ARNT-TACC3 inh 1, RAD52 inh -22 and esBAF inh 0.
Screening CO[C@@H]1CN(C)C(=O)c2ccc(NC(=O)C3CC3)cc2OC[C@H](C)N(CC2CCCC2)C[C@H]1C returned ERp5 inh -3, PglD inh 1, Casp6 inh 1, RAD54 branch -18, E-selectin induc -0.2, RAD52 inh 5 and esBAF inh -1.
Screening Cc1cc(C(=O)NNc2ccc(Cl)cc2)no1 returned PglD inh 5, Casp6 inh 5, RAD54 branch -5, ARNT-TACC3 inh -4 and RAD52 inh 0.
For CC(=O)Nc1ccc2c(c1)C(=O)N(C)[C@H]1CC[C@@H](CC(=O)NC3CCCCC3)O[C@H]1CO2 the results were PglD inh 8, RAD54 branch -15, E-selectin induc -0.1, ARNT-TACC3 inh -27 and esBAF inh 0.
Cc1cccc(S(=O)(=O)N2C[C@H](O)COC[C@@H]3O[C@H](CC(=O)Nc4ccccc4)CC[C@H]32)c1 was read as ERp5 inh 1, PglD inh 1, Casp6 inh 1, RAD54 branch 6, E-selectin induc 1.2, ARNT-TACC3 inh -2, RAD52 inh -4 and esBAF inh 4.
For Cc1c(OCC(=O)NC(Cc2c[nH]c3ccc(O)cc23)C(=O)O)ccc2c3c(c(=O)oc12)CCC3 (stereo unspecified) the results were ERp5 inh 1, PglD inh 4, Casp6 inh 5, RAD54 branch 4, E-selectin induc 2.0, ARNT-TACC3 inh 2, RAD52 inh -7 and esBAF inh 0.
`O=C(COC(=O)CNC(=O)c1ccc(Cl)cc1Cl)NC(=O)NCc1ccccc1` gave ERp5 inh -5, PglD inh -1, Casp6 inh -2, RAD54 branch -4, E-selectin induc 1.6, ARNT-TACC3 inh -14, RAD52 inh -12 and esBAF inh -4.
For Cc1ccc(S(=O)(=O)NCC[C@@H]2CC[C@@H](NC(=O)c3cnccn3)[C@H](CO)O2)cc1 the results were ERp5 inh 2, PglD inh 6, Casp6 inh -2, RAD54 branch -1, E-selectin induc -0.9, ARNT-TACC3 inh -6, RAD52 inh -1 and esBAF inh -2.
Screening C#CCN(C[C@H]1[C@H](OC(=O)NCCCCCC)[C@H](OC(=O)NCCCCCC)C[C@H]2C(=O)N(c3ccccc3)C(=O)[C@@H]12)S(=O)(=O)c1ccc(C)cc1 returned ERp5 inh 3, PglD inh 0, Casp6 inh -3, RAD54 branch 0, E-selectin induc 2.7, RAD52 inh -10 and esBAF inh 13.
CCOC(=O)N1CCN(C(=O)/C(=C/c2ccc(Br)cc2)NC(=O)c2ccc(OC)cc2)CC1 was read as ERp5 inh -4, PglD inh 0, Casp6 inh 1, RAD54 branch -9, ARNT-TACC3 inh -2 and RAD52 inh 1.
For Cc1noc(C)c1S(=O)(=O)Nc1ccc2c(c1)C(=O)N([C@@H](C)CO)C[C@@H](C)[C@@H](CN(C)Cc1ccc(C(=O)O)cc1)OCCCC[C@@H](C)O2 the results were ERp5 inh 6, PglD inh 11, Casp6 inh 0, RAD54 branch 8, E-selectin induc 0.4, ARNT-TACC3 inh -4, RAD52 inh 13 and esBAF inh 5.
Screening CN(C)C(=O)c1ccc(-c2ccc(C3[C@H]4CNC[C@@H]3N4S(=O)(=O)c3ccc(F)cc3)cc2)cc1 (stereo partly specified) returned ERp5 inh 6, Casp6 inh 10, E-selectin induc 0.1 and RAD52 inh 14.
For Cc1ccc(S(=O)(=O)N2CCCCC2)cc1C(=O)Nc1cccnc1 the results were ERp5 inh 9, Casp6 inh 18, ARNT-TACC3 inh -2 and RAD52 inh -10.
`Cc1ccc(OCCNS(=O)(=O)c2ccc(N3CCCC3=O)cc2)cc1` gave PglD inh 2, RAD54 branch -14, ARNT-TACC3 inh 3 and esBAF inh 6.
For COc1ccc(-c2nnc(Nc3ccc(OC)c(C(=O)N4CCCCC4)c3)c3ccccc23)cc1 the results were PglD inh -3, RAD54 branch -3, ARNT-TACC3 inh 1 and esBAF inh -2.
Screening C[C@@H]1CN([C@H](C)CO)C(=O)c2cccc(NS(=O)(=O)c3cccs3)c2O[C@@H]1CN(C)C(=O)Nc1ccc(F)cc1 returned ERp5 inh 8, PglD inh 1, Casp6 inh 3, RAD54 branch -5, E-selectin induc 0.0, ARNT-TACC3 inh -3, RAD52 inh -8 and esBAF inh -4.
For COc1cccc(NC(=O)C2C3C=CC(C3)C2C(=O)O)c1 (stereo unspecified) the results were ERp5 inh 1, PglD inh 2, Casp6 inh -1, RAD54 branch 0, ARNT-TACC3 inh -11, RAD52 inh -12 and esBAF inh 0.
COc1ccc(S(=O)(=O)N(C)C[C@H]2Oc3cc(C#CC4CCCCC4)ccc3S(=O)(=O)N([C@H](C)CO)C[C@H]2C)cc1 was read as ERp5 inh -7, PglD inh -4, Casp6 inh 1, RAD54 branch 2, E-selectin induc -0.3, ARNT-TACC3 inh 0, RAD52 inh -1 and esBAF inh -6.
O=S(=O)(c1ccccc1)N1CCN(C/C=C/c2ccccc2)CC1 was read as ERp5 inh 11, PglD inh 8, Casp6 inh 3, RAD54 branch -5, E-selectin induc 0.2, ARNT-TACC3 inh 4, RAD52 inh -21 and esBAF inh -10.
Screening O=C(NC1CCCC1)c1cc2nc(-c3ccccc3)cc(-c3ccccc3)n2n1 returned ERp5 inh 1, PglD inh -5, Casp6 inh -2, RAD54 branch -7, E-selectin induc -0.1, ARNT-TACC3 inh -23 and RAD52 inh -82.
Screening CC12CCC(C/C1=N/NC(=O)Nc1ccccc1)C2(C)C (stereo unspecified) returned ERp5 inh 4, Casp6 inh -6, E-selectin induc 0.0, ARNT-TACC3 inh -1 and RAD52 inh -4.
Screening C[C@H]1CN([C@@H](C)CO)C(=O)c2cc(NC(=O)CCCCCC(=O)Nc3ccccc3N)ccc2O[C@@H]1CN(C)CC1CCCCC1 returned ERp5 inh -1, Casp6 inh 0, E-selectin induc -0.2 and RAD52 inh 5.
Cc1cc(C)nc(N(C#N)Cc2ccc([N+](=O)[O-])cc2)n1 was read as ERp5 inh 1, E-selectin induc 0.0, ARNT-TACC3 inh 15, RAD52 inh -12 and esBAF inh -4.
Screening COc1ccccc1C(C)N(C)Cc1nc(COc2ccccc2)no1 (stereo unspecified) returned ERp5 inh 3, Casp6 inh -1, E-selectin induc -0.2, ARNT-TACC3 inh -3 and RAD52 inh -4.
`NNC(=O)c1ncoc1-c1ccc(Cl)cc1` gave ERp5 inh 9, Casp6 inh -5, ARNT-TACC3 inh -9 and RAD52 inh -20.
`Cc1ccc(C2(COC(=O)C(C)C)CO2)c(OC(=O)C(C)C)c1` (stereo unspecified) gave ERp5 inh -3, PglD inh -3, Casp6 inh 0, RAD54 branch 10, ARNT-TACC3 inh -10, RAD52 inh -6 and esBAF inh -8.
For COc1ccc(NS(=O)(=O)c2ccc(OC)c3ccccc23)cn1 the results were PglD inh -5, RAD54 branch -2, ARNT-TACC3 inh 1 and esBAF inh -2.
`COc1cc(OC)c2c(c1)OC(c1ccc(OC)c(OC)c1)C(O)C2=O` (stereo unspecified) gave ERp5 inh 8, PglD inh -2, Casp6 inh -1, RAD54 branch 0, ARNT-TACC3 inh 23, RAD52 inh -1 and esBAF inh 5.
